Assay outcomes deposited in PubChem BioAssay by National Center for Advancing Translational Sciences (NCATS).
CCT modulator = High-Throughput Screening for Modulators of Cytosolic Chaperonin Activity | purified chaperonin ATPase assay, HTRF ADP detection, 30 min | activity change, % (no concentration beside the values), hits read low | hit rate 0.3% among 360,000; in the data active means activity change below about -30%; further: on the % scale 0 is the no-effect control and ±100 the full control effect
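We incubate TRiC, 40 or 20 nM final, with library compounds at 76 uM and 10 uM ATP for 30 min at 37 °C. ADP formed is detected with Transcreener HTRF reagents after 30 min at room temperature.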
PTHR1 ag = qHTS for PTHR1 Agonists: Primary Screen | Parathyroid hormone/parathyroid hormone-related peptide receptor (Homo sapiens), Q03431 | HEK293 GP2 PTHR1 cells, GloSensor cAMP luminescence, 1 h | Potency, µM (top dose mostly 115 µM), for the others: top-dose activation, hits mostly activators | hit rate 0.075% among 410,000; further: potency means the concentration at half of the fitted maximal effect; nearly all actives have a fitted effect of over 55% in size; some results filed as inactive show a strong effect at the top dose; inactives centre near -15; many of its hits are not listed in these tables
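HEK-293-derived GP2 cells expressing PTHR1 and a GloSensor cAMP reporter, 3,000/well, plated overnight, given luciferin plus IBMX (each 0.5 mM as added) for 1 h at 37 °C, then compound for 1 h at 37 °C. Luminescence was read after 15 min at room temperature.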
EPAC2 agonist = qHTS for Agonist of cAMP-regulated guanine nucleotide exchange factor 4 (EPAC2): primary screen; Rap guanine nucleotide exchange factor 4 (Homo sapiens), Q8WZA2; EPAC2 activation, biochemical qHTS; response scale: 100% = 6.5 mM cAMP response; Potency, µM (titrated, usually from 154 µM), for the others: at the top dose activation, hits mostly activators; hit rate 0.079% among 360,000; further: potency means the concentration at half of the fitted maximal effect; nearly all actives have a fitted effect of over 50% in size
Target sequence (Q8WZA2 whole entry, looked up): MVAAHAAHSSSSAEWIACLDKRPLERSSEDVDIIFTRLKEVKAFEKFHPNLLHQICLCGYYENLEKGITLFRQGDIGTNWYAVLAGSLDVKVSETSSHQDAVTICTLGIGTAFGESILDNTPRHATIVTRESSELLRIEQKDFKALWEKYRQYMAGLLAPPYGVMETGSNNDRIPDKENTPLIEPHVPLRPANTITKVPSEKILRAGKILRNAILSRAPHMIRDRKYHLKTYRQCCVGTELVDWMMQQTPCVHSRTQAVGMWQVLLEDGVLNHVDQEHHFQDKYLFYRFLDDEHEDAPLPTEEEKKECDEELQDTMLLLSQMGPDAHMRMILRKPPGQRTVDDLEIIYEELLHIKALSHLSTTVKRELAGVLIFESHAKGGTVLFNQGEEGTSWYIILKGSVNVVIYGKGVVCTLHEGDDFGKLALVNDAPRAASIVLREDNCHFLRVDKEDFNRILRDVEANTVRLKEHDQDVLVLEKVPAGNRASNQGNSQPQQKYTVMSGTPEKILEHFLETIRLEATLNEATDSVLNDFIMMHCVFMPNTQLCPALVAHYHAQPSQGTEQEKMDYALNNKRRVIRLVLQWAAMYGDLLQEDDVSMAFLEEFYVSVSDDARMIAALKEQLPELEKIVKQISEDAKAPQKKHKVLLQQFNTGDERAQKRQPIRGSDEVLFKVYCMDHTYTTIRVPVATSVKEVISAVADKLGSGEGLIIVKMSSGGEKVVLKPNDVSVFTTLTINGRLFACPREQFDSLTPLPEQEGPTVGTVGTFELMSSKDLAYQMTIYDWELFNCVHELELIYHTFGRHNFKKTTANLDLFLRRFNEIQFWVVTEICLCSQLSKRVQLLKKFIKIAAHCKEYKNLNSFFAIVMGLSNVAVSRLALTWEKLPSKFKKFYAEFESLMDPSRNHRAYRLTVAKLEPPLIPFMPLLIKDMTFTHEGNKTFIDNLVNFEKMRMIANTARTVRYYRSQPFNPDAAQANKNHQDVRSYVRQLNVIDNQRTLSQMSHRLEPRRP
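EPAC2 (100 nM) mixed with Rap1B loaded with BODIPY-GDP (250 nM) plus 50 uM unlabeled GDP; compounds pinned in, 5 min RT, then read every 5 min for 30 min (ex 480, em 540 nm). Normalized to cAMP control.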
EPAC2 antag = qHTS for Antagonist of cAMP-regulated guanine nucleotide exchange factor 2 (EPAC2): primary screen; Rap guanine nucleotide exchange factor 4 (Homo sapiens), Q8WZA2; EPAC2 GEF exchange of Rap1B-BODIPY-GDP, fluorescence; Potency, µM (titrated, usually from 114 µM), without a hit: at the highest dose activity, negative = inhibition, actives largely listed as inhibitors; hit rate 0.18% among 360,000; further: potency means the concentration at half of the fitted maximal effect; on the % scale 0 is the no-effect control and ±100 the full control effect; nearly all actives have a fitted effect of over 45% in size; many of its hits are not listed in these tables
D3 antag = qHTS of D3 Dopamine Receptor Antagonist: qHTS | max response, negative = inhibition, % | hit rate 2.5% among 360,000 | D3R cells, DiscoveRx beta-arrestin luminescence, antagonist mode; hits give low values | AID 652054, 2013 | D(3) dopamine receptor (Homo sapiens), P35462; in the data active means max response below about -50%; inconclusive means no clear call, values can overlap the other calls; further: on the % scale 0 is the no-effect control and ±100 the full control effect; mostly tested at two doses, the higher about 12 µM
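Cells plated overnight at 1500 cells/well, then exposed to library compounds with dopamine controls for 90 minutes at 37 degrees C. DiscoveRx reagent added for 30–60 minutes at room temperature; luminescence read, quantitative HTS format.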
DRD3 agonist = qHTS of D3 Dopamine Receptor Agonist: qHTS; hit rate 0.58% among 410,000; max activation, %; D3R DiscoveRx beta-arrestin cells, luminescence, 90 min; in the data active means max activation above about 30%; further: 0% is about no effect; mostly tested at two doses, the higher about 12 µM
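Cells at 1500/well, incubated overnight, then treated with pinned compounds (dopamine as control) for 90 min at 37 degrees C. DiscoveRx reagent added for 30 - 60 minutes at room temperature; luminescence read.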
MmCpn inh = Inhibitors of TCP-1 ring complex (TRiC) of Methanococcus maripaludis (MmCpn): qHTS; purified Mm-Cpn ATPase, ADP Transcreener TR-FRET; hit rate 0.031% among 330,000; AID 504842, 2011; Potency, µM (highest dose often 76.9 µM), for inactives: at the top dose activity, negative = inhibition, most hits filed as inhibitors; Chaperonin Mm-Cpn (Methanococcus maripaludis); further: potency means the concentration at half of the fitted maximal effect; on the % scale 0 is the no-effect control and ±100 the full control effect; nearly all actives have a fitted effect of over 80% in size
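Purified archaeal chaperonin (25 nM final) was preincubated with compound for 10 min at 37°C, then ATP (10 uM final) was added for 30 min at 37°C in Tris pH 7.4/KCl/MgCl2/DTT buffer. ADP was quantified by HTRF Transcreener TR-FRET.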
Akt phos inh = HTS Assay for Inhibitors of Akt Phophorylation: Primary Screen | AID 651550, 2012 | hit rate 0.32% among 360,000 | Neuro2A IGF-stimulated pAkt S473 HTRF, 20 min; hits give low values | activity change, % for hits at 50 µM; in the data active means activity change below about -80%; inconclusive means mostly about -51% to -80%; further: on the % scale 0 is the no-effect control and ±100 the full control effect
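Neuro2A cells (4,500/well, DMEM with 0.5% FBS) were treated with compound at a single 50 µM final concentration, stimulated with 6 nM IGF for 20 min at 37 °C, and lysed. Phospho-Akt Ser473 was read by HTRF as 665/615 ratio ×10^4.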
An asterisk follows results filed as active; i = inactive; ? = inconclusive; / = not tested or not shown; & = joins results of further samples; [ ] = dose if it differs, or a comment. Unless noted, the call rests on the fitted dose curve; in most records, active means well fitted curve in the direction sought with a large enough effect; inconclusive means small, poorly fitted or top-dose-only effect, or another doubt; inactive means no such curve, though single readings can be large; an effect the other way counts as inactive or inconclusive. Some of the compounds tested; count on the stated rates, not on these rows.

SMILES	CCT modulator	PTHR1 ag	EPAC2 agonist	EPAC2 antag	D3 antag	DRD3 agonist	MmCpn inh	Akt phos inh
Cc1ccc(C2=NOC(c3nnc(-c4ccccc4)o3)C2)cc1 (configuration not stated)	-1.3	-7%	5%	6%	7	-17	/	i
COc1ccc2c(c1)Cc1cc(NC(=O)c3ccccc3-c3ccccc3C(=O)O)ccc1-2	-2.5	-8%	3%	-5%	5	-3	/	i
N#CCSc1n[nH]c2nc3c(c(=O)n12)C1(CCCCC1)Cc1ccccc1-3	-1.0	-13%	-14%	11%	-12	2	1%	i
Cc1cc(C(=O)OCC(=O)Nc2cc(C(F)(F)F)ccc2N2CCOCC2)c(C)o1	0.0	-27%	0%	0%	52	4	-2%	i
NC(=O)CC(NC(=O)Cc1ccc(Br)cc1)c1ccc(NCCc2ccccc2F)c([N+](=O)[O-])c1 (configuration not stated)	-1.8	i	12%	-2%	-16	-18	?	i
O=S(=O)(NCCN1CCN(S(=O)(=O)c2ccccc2F)CC1)c1ccccc1F	0.1	-34%[inhibitor]	-4%	-2%	24	2	0%	i
O=C(CSCc1ccc(Cl)cc1)N/N=C/c1ccco1	-0.2	-11%	2%	2%	8	11	-2%	i
O=C(Nc1cnn(Cc2c(Cl)cccc2Cl)c1)c1ccc([N+](=O)[O-])cc1	0.7	-16%	-11%	2%	-18	1	1%	i
CC(C)(C)C(=O)NCCCNc1ccc([N+](=O)[O-])cc1	0.2	i	19%	0%	9	4	3%	i
CC(NC(=O)c1cccc(S(=O)(=O)N2CCc3ccccc32)c1)c1ccco1 (configuration not stated)	0.6	-74%[inhibitor]	14%	-3%	2	12	0%	i
C=CCSC1=C(C#N)C(c2ccccc2C)CC(=O)N1 (configuration not stated)	-2.1	-23%[57.5 µM]	-15%	-4%	30	-15	0%	i
O=C(NC1=NCCS1)C1CC(=O)N(c2ccccc2)C1 (configuration not stated)	-3.4	-12%	6%	3%	20	-1	1%	i
CCC(=O)Nc1cc2c3c(c1)CCC(=O)N3CCC2	0.6	i	-7%	-3%	17	9	-3%	i
Cc1cc(O)ccc1Nc1nc(-c2cccnc2)cs1	-6.0	?	10%	-2%	-7	-1	1%	i
Cc1cccc(NC(=O)c2cc(-c3ccc(C)c(C)c3O)n[nH]2)c1	-2.4	-13%	8%	0%	2	3	-2%	i
O=C(NCCC1CCCCN1S(=O)(=O)c1cccs1)C(=O)NCc1ccccc1 (configuration not stated)	-1.3	-6%	0%	1%	-14	-1	1%	i
CSc1nc(C)c(C(=O)Nc2ccccc2)c(-c2ccco2)c1C#N	1.2	-35%[inhibitor]	13%	-19%	0	7	0%	i
COc1cccc(CNC(=O)c2cccnc2Sc2ccc(Cl)cc2)c1	-1.1	i	-16%	3%	-9	6	-5%	i
CCN(CC(=O)Nc1cc(Cl)ccc1C)C(=O)Cc1ccsc1	-0.2	-7%	6%	-7%	1	-1	0%	i
O=C(Cc1ccccc1)Nc1ccc(NC(=O)C2CC2)nc1	1.5	?	5%	17%	-6	0	1%	i
CCN(CC)C(=O)CSc1nnc2sc3ccccc3n12	1.6	0%	-2%	1%	4	17	1%	i
Cc1nc2ccccc2n1CC(=O)NCc1ccccc1	2.9	-28%	5%	9%	-50*	-2	-4%	i
CCN1CCN(Cc2ccc(NC(=O)c3cc(NC(=O)c4cncc(-c5cccs5)c4)cc(OC)c3)cc2C(F)(F)F)CC1	0.8&-0.7	-34%[inhibitor]	10%&5%	5%&-11%	-24&-26	-5&-18	-2%	i
O=C(NCCOc1ccccc1)c1ccc2c(c1)OCO2	1.0	-78%[inhibitor][57.5 µM]	5%	5%	21	-5	-1%	i
COc1ccc(NC(=O)/C(C#N)=C\c2cc(C)n(-c3ccc4c(c3)OCO4)c2C)cc1	-0.2	-22%	4%	9%	-16	-11	2%	i
CCCCCNc1nc(NCCCO)c(C#N)c2c1CN(C)CC2	1.0	i	-15%	5%	-7	-9	-2%	i
COc1ccc(C)cc1NC(=O)Nc1ccc2c(c1)CCC2	1.6	i	1%	10%	?	-11	2%	i
CCOC(=O)[C@]12CCC=C1N(Cc1cccc3ccccc13)C(=O)[C@H](CC(=O)N1CCSCC1)C2	-0.5	i	8%	1%	?	-8	/	i
Cc1cc(C)nc(N2CCCC(C(=O)NC(C)C)C2)n1 (configuration not stated)	-1.8	?	4%	2%	-7	-7	2%	i
Cc1cc(C)c2cc(CN(Cc3cccnc3)C(=O)c3ccc(F)cc3)c(Cl)nc2c1	0.4	i	21%	-7%	-17	0	0%	i
O=C(NC1CCCCCCC1)c1ccc(Br)o1	-2.3	39%	9%	8%	-21	-3	-1%	i
CCN(CC)S(=O)(=O)c1ccc(NC(=O)c2ccc(Cl)nc2)cc1	-0.9	-23%	-1%	-11%	-20	-35	-1%	i
Cc1ccccc1OCCC(=O)OCC(=O)Nc1ccc(C)c(S(=O)(=O)N2CCCCC2)c1	0.4	i	8%	-8%	12	1	/	i
CC(=O)Nc1ccn(Cc2c(F)cccc2Cl)n1	-3.5	i	17%	-11%	-10	4	1%	i
Cn1cc(Br)c(C(=O)Nc2sc3c(c2C(N)=O)CCC3)n1	0.6	-10%	-13%	3%	9	-4	3%	i
Cc1ccccc1NC(=O)Cc1nc(-c2ccc3ccccc3c2)cs1	-0.9	-9%	-2%	-2%	0	4	?	i
O=C(NCc1cc([N+](=O)[O-])ccc1O)c1cc(-c2ccncc2)nc2ccccc12	-1.4	-4%	-7%	0%	31	-2	-1%	i
CCOn1c(-n2nc(C)cc2C)nc2ccccc2c1=O	1.0	i	0%	15%	18	3	1%	i
O=C(NCCN1C(=O)S/C(=C\c2ccccc2F)C1=O)C1=COCCO1	4.2	-15%	0%	11%	29	3	1%	i
COc1cc(S(=O)(=O)Nc2cccc(C)c2)ccc1NC(=O)c1cccnc1	0.6	i	3%	-4%	9	2	-1%	i
CC(C)C[C@H]1CN(CCCC[C@H]2CNC(=O)C(=O)N2Cc2ccccc2)C(=O)C(=O)N1CCc1ccc(O)cc1	1.2	i	-12%	4%	0	-4	/	i
CCN(CC)C(=O)CC1(c2ccccc2OC)CCOC(C(C)C)C1 (configuration not stated)	-0.8	i	-21%	5%	15	4	-1%	i
O=C(NCc1c(F)cccc1F)c1cc(COc2c(F)cccc2F)on1	1.6	i	3%	?	-7	-7	-5%	i
COc1ccc(NC(=S)Nc2ccc(N(C)C(C)=O)cc2)cc1	-2.4	i	-7%	0%	16	0	-4%	i
Cc1ccc(NC(=O)NCc2ccc3[nH]c(C)cc3c2)cc1	-5.4	i	10%	-15%	-4	-1	1%	i
COc1ccc(C(O)c2nc(-c3ccc(F)c(Cl)c3)cs2)cc1 (configuration not stated)	2.2	-16%	8%	?	18	6	/	i
COc1ccc(OCc2cc(C(=O)N3CCSCC3)no2)c(Cl)c1	0.5	-27%	5%	-7%	7	0	1%	i
Cc1onc(-c2ccccc2Cl)c1C(=O)NNC(=O)c1nn(C)cc1Cl	-1.9	i	-2%	7%	3	-13	0%	i
CCN(C(=O)CSc1nc2nc(C)cc(C)n2n1)C1CCS(=O)(=O)C1 (configuration not stated)	-1.6	-10%	8%	-7%	-22	1	5%	i
O=C(c1ccccc1Br)N1CCn2c1nc1ccccc12	-3.5	-8%	12%	-6%	1	5	-1%	i
CC(C)c1ccccc1NC(=O)COC(=O)c1c2c(nc3ccccc13)CCN(Cc1ccccc1)C2	-0.5	i	4%	-6%	18	1	-9%	i
O=C(NC1CCN(S(=O)(=O)c2ccc(Cl)cc2)CC1)C1CCCCC1	-1.2	i	0%	-5%	2	3	-1%	i
COc1ccc(N2CCN(C(=O)C3(S(=O)(=O)c4ccc(C)cc4)CC3)CC2)cc1	-0.7	-9%	5%	-12%	-2	-11	-1%	i
CCc1cc2c(=O)c(-c3cnn(-c4ccccc4)c3)c(C(F)(F)F)oc2c(CN(C)C)c1O	5.4	-1%	1%	7%	14	17	-1%	i
COC(=O)[C@@H]1C(c2c(OC)cc(OC)cc2OC)=NO[C@H]1C(=O)OC	-1.3	i	10%	2%	9	2	0%	i
CCCC(=O)N(CCN1CCOCC1)c1nc2cc(C)c(C)cc2s1	-2.1	-4%	10%	5%	-2	-3	-27%	i
COc1cc(C(=O)Nc2cccc(C)c2C)ccc1OCC(=O)N1CCOCC1	-34*	-2%	10%	3%	1	-2	3%	i
CCNC(=S)N1CCN(S(=O)(=O)/C=C/c2ccccc2)CC1	-2.6	i	-8%	-19%	4	-8	4%	i
COCCCNC(=O)CS(=O)Cc1nc(-c2cccc(OC)c2)oc1C (configuration not stated)	1.7	i	6%	2%	40	-2	0%	/
CC(=O)c1ccc(-c2c(CCO)sc3ccccc23)cc1	0.7	-49%[inhibitor]	7%	?	8	0	/	i

Compounds shown so far with a cyano group (5):
SMILES	CCT modulator	PTHR1 ag	EPAC2 agonist	EPAC2 antag	D3 antag	DRD3 agonist	MmCpn inh	Akt phos inh
N#CCSc1n[nH]c2nc3c(c(=O)n12)C1(CCCCC1)Cc1ccccc1-3	-1.0	-13%	-14%	11%	-12	2	1%	i
C=CCSC1=C(C#N)C(c2ccccc2C)CC(=O)N1 (configuration not stated)	-2.1	-23%[57.5 µM]	-15%	-4%	30	-15	0%	i
CSc1nc(C)c(C(=O)Nc2ccccc2)c(-c2ccco2)c1C#N	1.2	-35%[inhibitor]	13%	-19%	0	7	0%	i
COc1ccc(NC(=O)/C(C#N)=C\c2cc(C)n(-c3ccc4c(c3)OCO4)c2C)cc1	-0.2	-22%	4%	9%	-16	-11	2%	i
CCCCCNc1nc(NCCCO)c(C#N)c2c1CN(C)CC2	1.0	i	-15%	5%	-7	-9	-2%	i
